Assay outcomes (PubChem BioAssay)
TDP1 cell CPT – qHTS for Inhibitors of human tyrosyl-DNA phosphodiesterase 1 (TDP1): qHTS in cells in presence of CPT. chicken DT40 Tdp1-/-;hTDP1 cells + 20 nM CPT, ATP luminescence, 48 h. Potency, µM (top dose mostly 46.2 µM), for inactives: at the highest dose activity change, negative = growth inhibition, most hits filed as inhibitors. 12% of 420,000 active. AID 686979, 2013; further: nearly all actives have a fitted effect of over 55% in size
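Chicken DT40 Tdp1-/- cells stably complemented with human TDP1 were seeded at 400 cells/well in medium containing 20 nM camptothecin, exposed to pin-transferred compounds, and grown at 37 °C for at least 48 hr. Viability was read as ATP luminescence.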
TDP1 cell noCPT – qHTS for Inhibitors of human tyrosyl-DNA phosphodiesterase 1 (TDP1): qHTS in cells in absence of CPT. DT40 Tdp1-/- hTDP1 cells, no CPT, ATP luminescence, 48 h. Potency, µM (highest dose often 46.2 µM), for the others: top-dose activity change, negative = growth inhibition, most hits filed as inhibitors. 15% of 420,000 active; further: nearly all actives have a fitted effect of over 55% in size
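Seeded 400 DT40-hTDP1 cells/well (vehicle DMSO, no 20 nM CPT); pinned compounds; ≥48 hr at 37 °C; CellTiter-Glo luminescence as viability measure.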
GCN5L2 inh – qHTS Assay for Inhibitors of GCN5L2; GCN5L2 HAT assay, ThioGlo1 CoA-SH fluorescence; Potency, µM (highest dose often 58.9 µM), for inactives: at the top dose activity change, negative = inhibition, most hits filed as inhibitors; 0.21% of 390,000 active
Target sequence (Q92830 whole entry, looked up): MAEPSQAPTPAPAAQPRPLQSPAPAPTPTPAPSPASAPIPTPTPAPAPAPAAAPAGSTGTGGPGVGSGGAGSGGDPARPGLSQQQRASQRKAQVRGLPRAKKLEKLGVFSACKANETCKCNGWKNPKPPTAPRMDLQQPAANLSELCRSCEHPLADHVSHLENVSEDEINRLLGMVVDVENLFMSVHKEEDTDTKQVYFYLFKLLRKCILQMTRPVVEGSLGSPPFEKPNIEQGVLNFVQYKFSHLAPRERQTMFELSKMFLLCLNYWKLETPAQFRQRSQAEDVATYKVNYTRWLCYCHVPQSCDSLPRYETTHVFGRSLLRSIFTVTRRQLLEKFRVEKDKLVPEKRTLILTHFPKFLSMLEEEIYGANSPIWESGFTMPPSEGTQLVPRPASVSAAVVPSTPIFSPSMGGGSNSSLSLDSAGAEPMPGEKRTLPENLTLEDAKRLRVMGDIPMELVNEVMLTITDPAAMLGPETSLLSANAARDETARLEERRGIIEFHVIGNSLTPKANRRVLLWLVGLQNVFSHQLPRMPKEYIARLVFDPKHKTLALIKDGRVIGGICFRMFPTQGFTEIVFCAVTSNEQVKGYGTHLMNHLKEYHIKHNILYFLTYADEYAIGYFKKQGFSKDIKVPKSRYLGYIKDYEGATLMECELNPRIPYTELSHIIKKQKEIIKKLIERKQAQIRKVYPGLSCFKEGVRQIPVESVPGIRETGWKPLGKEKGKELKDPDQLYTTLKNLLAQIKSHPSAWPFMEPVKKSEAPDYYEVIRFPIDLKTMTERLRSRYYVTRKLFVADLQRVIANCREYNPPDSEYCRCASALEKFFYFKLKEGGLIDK
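Fluorescence readout, Ex340nm/Em540nm: ThioGlo1 (50uM final) reacts with free CoA thiol released as 20nM GCN5L2 acetylates H3(1-25) peptide (75uM) using acetyl-CoA (70uM). Compound and enzyme sat 15 min beforehand; 20 min room-temperature reaction.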
* marks the source's active call; other numbers are inactive results; ? = inconclusive; nt = not tested or not shown; [ ] = another dose, or the depositor's remark. The call rests on the fitted dose curve; in most records, active means well fitted curve in the direction sought with a large enough effect; inconclusive means small, poorly fitted or top-dose-only effect, or another doubt; inactive means no such curve, though single readings can be large; an effect the other way counts as inactive or inconclusive. On the % scale 0 is the no-effect control and ±100 the full control effect; potency means the concentration at half of the fitted maximal effect.

Second line of a record – TDP1 cell CPT	TDP1 cell noCPT	GCN5L2 inh
> CC1(C)C[C@H]2C3=CCC4[C@@]5(C)CC[C@H](O[C@@H]6O[C@H](C(=O)O)[C@@H](O)[C@H](O)[C@H]6O)[C@@](C)(CO)C5CC[C@@]4(C)[C@]3(C)C[C@H](O)[C@@]2(CO)[C@@H](O)[C@@H]1O (some centres undefined)
  5.2%	0.0%	-0.2%
> Cc1nn(C(C)(C)C)c(OC(=O)c2ccc3c(c2)OCO3)c1S(=O)(=O)c1ccccc1
  -25.2%	-29.2%	-4.0%
> O=C(Nc1cccc(-c2nc3ccccc3s2)c1)c1cc(=O)c2ccccc2o1
  ?	2.06µM*	2.8%
> COc1cccc(C(=O)OCCN2CCCCC2)c1
  -0.1%	-13.2%	-3.3%
> COc1ccc(-n2ccnc(NCCc3ccc(S(N)(=O)=O)cc3)c2=O)cc1
  2.7%	-26.7%	6.8%
> COCCCNC(=O)c1csc([C@H]2C[C@H](O)[C@@H](CO)O2)n1
  0.2%	5.0%	nt
> Cc1cccc(NC(=O)c2oc3ccccc3c2NC(=O)c2cc(=O)c3cc(Cl)ccc3o2)c1
  ?	?	-2.9%
> CCOC(=O)C1(Cc2ccccc2)CCN(Cc2ccc(C)s2)CC1
  ?	23.1µM*	-1.0%
> CC1(C(=O)O)CCCN(C(=O)/C=C/c2ccccc2)C1 (centres undefined)
  6.1%	4.0%	nt
> COc1cc(C(=O)Nc2ccc(NC(C)=O)cc2)ccc1OCc1ccccc1
  ?	-24.7%	1.8%
> COc1ccc(C(O)P(=O)(OC2CCCCC2)c2ccc(N(C)C)cc2)cc1OC (centres undefined)
  -24.7%	-0.2%	-3.1%
> O=S(=O)(NCCc1csc2nc(-c3ccc(Cl)cc3)nn12)c1ccc2c(c1)OCCO2
  14.6µM*	9.2µM*	-3.5%
> CC(=O)c1cccc(NC(=O)C2Cc3c(-c4cccc(C(N)=O)c4)ccnc3O2)c1 (centres undefined)
  16.4µM*	16.4µM*	nt
> CCC(C)n1c(C)nc2c(c1=O)c1nc3ccccc3nc1n2CCC1=CCCCC1 (centres undefined)
  -1.2%	5.3%	1.7%
> COc1ccc(OC)c(CNC(=O)CN2C(=O)CCn3nc(-c4cn(C)c5ccccc45)cc32)c1
  ?	?	-8.3%
> Cc1ccc(C(=O)N2CCN=C2SCc2ccc([N+](=O)[O-])cc2)cc1
  ?	14.6µM*	-5.7%
> CCOc1ccccc1CN1CCN(Cc2c[nH]c3ccccc23)CC1CCO (centres undefined)
  9.2µM*	16.4µM*	2.5%
> CC1CCc2nn(CC(=O)N3CCN(C(=O)c4ccco4)CC3)cc2C1 (centres undefined)
  11.5%	-18.5%	-4.4%
> COc1ccc(NC(=O)/C=N/O)cc1
  0.1%	2.5%	-7.3%
> C[C@@H]1CN([C@H](C)CO)C(=O)c2c(c3ccccc3n2C)-c2ccccc2CO[C@@H]1CN(C)C(=O)Nc1ccc2c(c1)OCO2
  ?	?	nt
> CNC(=O)c1ccsc1NC(=O)c1coc2ccccc2c1=O
  ?	18.4µM*	-1.6%
> O=S(=O)(Nc1cccc(-c2ccc(N3CCOCC3)nn2)c1)c1cc(C(F)(F)F)ccc1Cl
  ?	?	-2.9%
> Cc1cnc(NS(=O)(=O)c2ccccc2)c(C)n1
  0.6%	16.1%	1.8%
> O=C(CSc1nnnn1-c1ccccc1)CC(=O)Nc1ccc(Cl)cc1
  ?	?	-9.2%
> COc1cccc(C(=O)NN=C2CCCC2)c1
  -3.3%	16.4%	-29.4%
> O=C(Nc1cc(Cl)c(Cl)cc1Cl)c1cccnc1
  ?	-2.5%	-15.4%
> O=CNc1cc(-c2ccccc2)cn2c(-c3ccc(F)c(Cl)c3)cnc12
  23.1µM*	23.1µM*	nt
> Cn1c(=O)c2c(nc(-n3ccnc3)n2Cc2ccccc2)n(C)c1=O
  -6.8%	3.6%	-4.5%
> O=C(COC(=O)Cc1ccsc1)NNC(=O)c1ccccc1
  11.7%	4.8%	-1.9%
> CN(C)Cc1ccccc1-c1nccc(NCc2cccs2)n1
  ?	?	1.7%

Looked up by compound from the entries so far (3):
Second line of a record – TDP1 cell CPT	TDP1 cell noCPT	GCN5L2 inh
> O=S(=O)(Nc1cccc(-c2ccc(N3CCOCC3)nn2)c1)c1cc(C(F)(F)F)ccc1Cl
  ?	?	-2.9%
> O=S(=O)(NCCc1csc2nc(-c3ccc(Cl)cc3)nn12)c1ccc2c(c1)OCCO2
  14.6µM*	9.2µM*	-3.5%
> COc1cccc(C(=O)NN=C2CCCC2)c1
  -3.3%	16.4%	-29.4%

(cont.)
Second line of a record – TDP1 cell CPT	TDP1 cell noCPT	GCN5L2 inh
> CN1C(N)=NC(=O)/C1=C/c1ccc(OC(F)(F)F)cc1
  -1.6%	-19.3%	-0.1%
> Cc1nc2cccc(C(=O)Oc3ccc([N+](=O)[O-])cc3)c2o1
  -18.0%	-23.5%	0.0%
> O=C(O)CCCNC(=O)c1cccc(C(=O)NCCCC(=O)O)n1
  5.6%	11.4%	2.9%
> CN(C(=O)COC(=O)c1cc(S(=O)(=O)N2CCOCC2)c(Cl)cc1Cl)C1CCS(=O)(=O)C1 (centres undefined)
  -3.0%	1.2%	-2.6%
> O=C(CSc1nnc(CNC(=O)C23CC4CC(CC(C4)C2)C3)n1-c1ccccc1)Nc1ccc(F)cc1
  ?	?	0.2%
> FC(F)(F)c1cc(-c2cccs2)n[nH]1
  -22.6%	-5.7%	-4.5%
> CC1CC(C)CN(CCOCCSc2ccccc2)C1 (centres undefined)
  ?	16.4µM*	-4.6%
> CC(/C=N/NC(=O)Cc1cccs1)=C\c1ccccc1
  ?	-19.5%	-2.1%
> CC(Sc1ccc(Cl)cc1)C(=O)NCc1cccnc1 (centres undefined)
  -9.3%	-17.5%	-0.5%
> COc1ccc(CCn2c(C)c(C(C)=O)c(C(C)=O)c2C)cc1OC
  2.3%	2.2%	-12.9%
> O=C(/C=C/c1cn(-c2ccccc2)nc1-c1ccc2c(c1)OCCO2)NCCCN1CCOCC1
  ?	?	-6.7%
> O=C(Nc1cccc(C(F)(F)F)c1)Nc1nnc([C@@H]2C[C@H](O)[C@@H](CO)O2)s1
  18.4µM*	?	nt
> CC(C)(C)c1ccc(C(=O)N2CCNC(=O)C2CC(=O)Nc2ccc(F)cc2)cc1 (centres undefined)
  -8.9%	-19.1%	-2.5%
> O=C1/C(=C/c2ccc(O)cc2)SC(=S)N1Cc1cccnc1
  -23.7%	-16.8%	2.1%
> CCOC(=O)C1CCCN(C(=O)c2ccc(C(F)(F)F)nc2C)CC1 (centres undefined)
  10.6%	-2.1%	nt
> CCN1CCN(C(=O)C23CCC(C)(C(=O)C2Br)C3(C)C)CC1 (centres undefined)
  -23.0%	?	1.3%
> COC(=O)C1CSC(C(=O)OC)N1C(=O)Nc1ccccc1 (centres undefined)
  -6.8%	-12.0%	-4.0%
> CCCN1CNc2c(c(=O)[nH]c(=S)n2CCc2ccc(Cl)cc2)C1
  ?	?	nt
> N#Cc1ccccc1OCC(=O)Nc1cccc(S(=O)(=O)N2CCCC2)c1
  16.4µM*	?	-5.8%
> CCC(c1nnnn1-c1ccc2c(c1)OCCO2)N1CCN(c2ncccn2)CC1 (centres undefined)
  ?	?	nt
> Cc1cccc2sc(NC(=O)CCNS(=O)(=O)c3cccs3)nc12
  18.4µM*	25.9µM*	-16.7%
> CC12C(=O)N(NC(=O)c3ccncc3)C(=O)C1C1C=CC2C1 (centres undefined)
  -1.8%	4.4%	-3.4%
> O=S1(=O)N[C@H](Cc2ccccc2)COc2cc(N3CCC[C@@H]3CO)ccc21
  ?	?	nt
> COc1cc(C(=O)NCC(c2ccc3c(c2)OCO3)N2CCOCC2)cc(OC)c1OC (centres undefined)
  11.6µM*	?	-5.4%
> Cc1nc(NCC2CCCO2)c2nnn(Cc3c(F)cccc3Cl)c2n1 (centres undefined)
  -22.6%	?	9.8%
> O=C(Nc1ccc(Cl)cc1)C1c2cccc[n+]2CC(=O)N1Cc1ccc2c(c1)OCO2 (centres undefined)
  1.3µM*	1.03µM*	-25.9%
> O=C(CC12CC3CC(CC(C3)C1)C2)NCc1ccncc1
  ?	?	-3.5%
> CN1C(C(=O)Nc2ccccn2)C(=O)c2sc(Cl)cc2S1(=O)=O (centres undefined)
  6.7%	7.9%	2.8%
> CCCCNc1nc(N)nc(-c2cc(Cl)ccc2O)n1
  18.4µM*	16.4µM*	-13.9%
> N#CCCn1c(=O)cnc2cnc(N3CCOCC3)nc21
  ?	-13.4%	-17.6%
> CCCCOc1ccc(C(=O)N(Cc2ccc(C(C)C)cc2)C2CCS(=O)(=O)C2)cc1 (centres undefined)
  ?	?	-10.5%
> NC(N)=NC1=NC(=O)C(Cc2ccccc2)S1 (centres undefined)
  2.7%	6.1%	5.0%
> Cc1ccc(F)cc1NC(=O)CCNC(=O)c1ccc([N+](=O)[O-])cc1
  -22.9%	?	0.1%
> C=CCSc1nc(-c2ccc3c(c2)OCO3)cc(C(F)(F)F)c1C#N
  -19.2%	?	-3.2%
> CCOc1cc(/C=N\NC(=O)c2ccc(C)nc2)cc([N+](=O)[O-])c1O
  0.0%	-11.2%	-9.7%
> C#CC(=O)CC1(CN(Cc2ccccc2)C(=O)OC(C)(C)C)CCCCC1
  11.6µM*	10.3µM*	nt
> CCOC(=O)c1cc[nH]c1CC(=O)NC
  1.4%	10.5%	-0.8%
> CCOC(=O)Cc1[nH]nc2c1C(Cc1ccccc1)C(C#N)=C(N)O2 (centres undefined)
  -19.1%	-26.2%	-4.7%
> COc1ccc(Cn2ccnc2)cc1Br
  -1.1%	-14.7%	nt
> Cc1csc(C(=O)O)c1NC(=O)c1c(Cl)cccc1Cl
  -9.2%	-4.5%	2.7%
> CC(C)C(=O)O/N=C(\N)c1ccc(Oc2ccc(Cl)cc2)c([N+](=O)[O-])c1
  -9.2%	?	-6.6%
> COc1cc(C(=O)NC2CC3CCCC(C2)N3C2CC2)cc(OC)c1OC (centres undefined)
  2.1%	-6.6%	1.7%
> Cc1cc(C)n(-c2cccc(CN3CCC(CO)(Cc4ccccc4)CC3)c2)n1
  ?	23.1µM*	-1.9%
> CSc1nc(N)n2nc(-c3ccc(Cl)cc3)cc2n1
  3.8%	-25.3%	18.0%
> CN(C)C(=O)c1ccc(-c2cc(NCc3cccnc3)ncn2)cc1
  12.3%	3.7%	-10.8%
> CCCCC(=O)OCc1nc2ccccc2s1
  ?	-8.7%	-10.0%
> O=C(NCCC(=O)N1CCCCCCC1)c1ccc(Br)cc1
  -28.9%	-10.3%	-6.2%
> O=C1CC(=O)N(Cc2cccs2)C(=O)N1
  -6.0%	-14.0%	4.2%
> COc1ccc(CNc2ncnc3cc(OC)c(OC)cc23)cc1
  -30.0%	?	-12.7%
> Cc1sc2nc(CN3CCCC3)nc(N3CCN(C(=O)c4ccco4)CC3)c2c1C
  4.3%	-24.4%	-8.6%
> Cc1cc(=O)cc(C)n1-c1ccc2c(c1)nc(C)n2-c1ccccc1
  -3.2%	-1.2%	-8.8%
> CCOc1ccc(NC(=O)CSc2nc(C3CC3)nc3ccccc23)cc1
  -4.0%	-28.0%	1.4%
> COc1ccc(NC(=O)CN2C(=O)C(C)(C)c3ccccc32)cc1Cl
  ?	?	2.9%
> CCCCCN(C(=O)CCC(=O)OC(C)C(=O)c1ccc(Cl)cc1)c1c(N)n(CCCC)c(=O)[nH]c1=O (centres undefined)
  -10.0%	-25.5%	0.2%
> O=C1Nc2ccc(Br)cc2/C1=N/N=C/C1=C(N2CCOCC2)C(=C\c2ccccc2)/CC1
  16.4µM*	23.1µM*	-5.1%
> O=C(/C=C/c1ccccc1)c1ccccc1O
  10.3µM*	?	-7.5%
> CCc1ccc(CCN2C(=O)c3ccccc3C2=O)nc1
  -3.0%	0.4%	-0.5%
> Cc1cccc2cc(/C=N/NC(=O)c3ccncc3)c(Cl)nc12
  -2.9%	15.3%	21.9%
> Cc1cc(F)c(F)c(C(=O)N2CCC(C)CC2)c1Cl
  2.1%	35.1%[activator]	-6.6%
> Cc1nc(CN(C)C(=O)C2CCC(=O)N(CCc3cccc(F)c3)C2)cs1 (centres undefined)
  0.0%	-7.0%	-13.7%

Next section
Second line of a record – TDP1 cell CPT	TDP1 cell noCPT	GCN5L2 inh
> O=C(N[C@@H](Cc1ccccc1)C(=O)O)c1ccc(C(F)(F)F)cc1
  -2.0%	-5.3%	2.6%
> O=C(CNC(=O)c1cccc(OC(F)F)c1)Nc1ccc(Cl)cc1
  25.3%	-27.9%	6.5%
> CC1CCc2sc(C(=O)Nc3ccc(C(N)=O)cc3)cc2C1 (centres undefined)
  4.9%	-5.2%	-5.4%
> Cc1ccc(NC(=S)NCCSc2ccc(Cl)cc2)c(C)c1
  ?	?	-18.7%
